Screening results (PubChem BioAssay)
NTR1 agonist: agonists of NTR1, primary screen, imaging, U2OS cells, beta-arrestin-GFP, high content (AID 493036) | Neurotensin receptor type 1 (Homo sapiens), P30989 | NTR1-U2OS beta-arrestin-GFP spot imaging, agonist mode | activation, % at 20 µM | hit rate 0.17% among 330,000;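 active = activation at or above 40% of the spot to cytoplasm intensity ratio, with at least 20 cells analyzed; inconclusive = wells under 20 cells, flagged as cytotoxic or low count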;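 also: 0% = DMSO without peptide and 100% = 100 nM NTR1 peptide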
Target sequence (P30989 whole entry, looked up): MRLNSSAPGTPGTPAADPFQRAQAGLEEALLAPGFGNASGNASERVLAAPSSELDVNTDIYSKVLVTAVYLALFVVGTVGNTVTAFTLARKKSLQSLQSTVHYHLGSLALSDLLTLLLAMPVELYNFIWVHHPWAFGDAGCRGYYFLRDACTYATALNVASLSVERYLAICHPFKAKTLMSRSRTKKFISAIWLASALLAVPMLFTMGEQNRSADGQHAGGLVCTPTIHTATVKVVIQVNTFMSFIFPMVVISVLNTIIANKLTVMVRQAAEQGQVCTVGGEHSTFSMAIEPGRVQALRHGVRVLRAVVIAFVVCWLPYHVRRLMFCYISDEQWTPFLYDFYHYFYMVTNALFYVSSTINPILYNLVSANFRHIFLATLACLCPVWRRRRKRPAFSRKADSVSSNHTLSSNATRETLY
Dengue-2 NS5 capping: Dengue-2 NS5 methyltransferase inhibitors, primary screen, biochemical, confirmation dose response (AID 588689); Genome polyprotein (Dengue virus type 2 (strain 16681-PDK53)); Dengue-2 NS5 methyltransferase capping enzyme assay, biochemical; higher % means a stronger effect; hit rate 0.3% among 340,000; inhibition, % at 25 µM, or IC50 in µM where a hit was titrated; in the data active = a potency from the dose series; inconclusive = inhibition above about 29% without an active follow-up result
Yfh1-off respiration: enhancers of respiration in Yfh1-depleted yeast, dose response, Friedreich's ataxia, plus single-dose screen (AID 1465) | S. cerevisiae Yfh1-off respiration, WST-1 reduction, 72 h; higher fold induction means a stronger effect | one-dose fold induction at 50 µM; EC50 in µM for titrated hits | hit rate 0.074% among 220,000;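 active = fold induction of absorbance versus untreated yeast above a set limit, then at least 30% activation at any dose in follow-up; inconclusive = repeats straddling the limit, or above it without dose testing; inactive = fold induction below the set limit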;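 also: activators that raise dye reduction in frataxin-depleted yeast; strong numbers were not always called active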
GPR35 antagonists: GPR35 antagonists blocking zaprinast-driven arrestin recruitment, primary screen, imaging, U2OS, beta-arrestin-GFP, zaprinast agonist (AID 2058). G-protein coupled receptor 35 (Homo sapiens). U2OS GPR35 beta-arrestin-GFP translocation imaging, zaprinast antagonism; higher % means a stronger effect. inhibition, % at 10 µM, or IC50 in µM where a hit was titrated. hit rate 0.052% among 290,000;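 active = inhibition of at least 50% with at least 30 cells and total cytoplasm GFP at most 10,000,000; inconclusive = under 30 cells or total GFP of 10,000,000 plus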
MgcRacGAP inhibition: MgcRacGAP GTPase-activating activity inhibitors, confirmation, biochemical, ADP Hunter fluorescence. hit rate 0.6% among 340,000. inhibition, % at 30 µM, or IC50 in µM where a hit was titrated. MgcRacGAP-stimulated Rac1 GTP hydrolysis, ADP Hunter fluorescence; higher % means a stronger effect; GST-tagged Rac1 F28L mutant substrate. AID 624330, 2012;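 active = first-screen hits whose inhibition reached a set limit at any dose in the follow-up dose series; inconclusive = inhibition above the set first-screen limit but never retested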;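 also: fluorescence reports GDP produced by GAP-driven GTP hydrolysis; strong numbers were not always called active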
GPR55 antagonists: GPR55 antagonists blocking LPI-driven arrestin recruitment, primary screen, imaging, U2OS, beta-arrestin-GFP, LPI agonist (AID 2013); G-protein coupled receptor 55 (Homo sapiens); U2OS GPR55 beta-arrestin-GFP translocation imaging, LPI antagonism; higher % means a stronger effect; one-dose inhibition, % at 10 µM; IC50 in µM for titrated hits; hit rate 0.13% among 290,000;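 active = spots per cell inhibited over 60%, with over 100 cells counted and total cytoplasm intensity under 500,000; inconclusive = wells with under 100 cells, flagged as likely toxic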;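 also: U2OS cells stably carrying GPR55 and arrestin-GFP stimulated by 5 µM LPI near EC80; imaged beta-arrestin-GFP aggregate spots per cell after agonist stimulation; plate controls were LPI-stimulated DMSO wells for no effect and DMSO wells without LPI for full effect; some results filed as inactive read as strong as hits; confirmed hits need IC50 under 10 µM and bright autofluorescent wells are also inconclusive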
AID2073: inhibitors of Mint1-CaV2.2 protein interaction, biochemical, HTRF (AID 2073). Voltage-dependent N-type calcium channel subunit alpha-1B (Homo sapiens). HTRF protein-protein interaction, Mint1-CaV2.2; higher % means a stronger effect. inhibition, % at 20 µM, or IC50 in µM where a hit was titrated. hit rate 0.19% among 290,000; in the data active = inhibition mostly above about 51%, no sharp cut-off; inconclusive = no clear call, values can overlap the other calls; inactive = mostly below about 53%; also: some results filed as inactive read as strong as hits
SV40 large T antigen: SV40 large T antigen inhibitors, biochemical (AID 1903) | SV40 large T antigen ATPase/helicase inhibition assay; higher % means a stronger effect | hit rate 0.39% among 310,000 | inhibition, % at 20 µM; hits with a dose series show IC50 in µM; in the data active = a potency from the dose series; inconclusive = inhibition mostly from about 32% at the one dose, without a potency; inactive = the rest, 99 in 100 with inhibition below about 32%; also: strong numbers were not always called active
GPR55 beta-arrestin: GPR55 agonists via beta-arrestin recruitment, primary screen, imaging, U2OS cells, beta-arrestin-GFP redistribution (AID 1961); U2OS GPR55 beta-arrestin-GFP redistribution imaging; higher % means a stronger effect; activation, % at 10 µM; hits with a dose series show EC50 in µM; hit rate 0.048% among 290,000; G-protein coupled receptor 55 (Homo sapiens);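 active = activation above 40% with more than 50 cells counted in the well; inconclusive = wells holding fewer than 50 cells, flagged as toxic or sparse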;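 also: U2OS osteosarcoma cells stably expressing GPR55 and beta-arrestin-GFP; plate controls were DMSO negative control for no effect and LPI positive control for full effect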
NTR1 agonist cell count 20 µM: also measured in NTR1 agonist; calls as there; cell count; measured here: cell count, cytotoxicity flag
* = called active by the depositor; i = inactive; u = inconclusive; x = no result given.

SMILES | NTR1 agonist | NTR1 agonist cell count 20 µM | Dengue-2 NS5 capping | Yfh1-off respiration | GPR35 antagonists | MgcRacGAP inhibition | GPR55 antagonists | AID2073 | SV40 large T antigen | GPR55 beta-arrestin
COc1ccc(NC(=O)N[C@@H](CCSC)C(=O)O)cc1Cl | -1.4 | 55 | 7% | i | 13% | 6% | 5% | 1% | 5% | -0.4%
Cc1cc(C)c(NC(=O)COC(=O)C2CCN(c3ccc(C(F)(F)F)cn3)CC2)c(Cl)c1 | 1.4 | 61 | -7% | x | x | 14% | x | x | 18% | x
COCCN1CN=C(Nc2nc3ccccc3s2)NC1 | 1.7 | 52 | -3% | i | 2% | 11% | 9% | 0% | 20% | -2.3%
Cc1nn(CC(=O)NC(=O)NC2CCCCC2C)c(=O)c(C#N)c1C (stereo unspecified) | 0.9 | 55 | -9% | x | x | 4% | x | x | 11% | x
COc1ccc(OC)c(NC(=O)C2C(C(=O)O)C3(Cl)C(Cl)=C(Cl)C2(Cl)C3(Cl)Cl)c1 (stereo unspecified) | -1.3 | 27 | 17% | i | 14% | 12% | -2% | 9% | 30% | 0.3%
COc1ccc(NC(=S)N/C(=N/S(=O)(=O)c2ccc(C)cc2)c2ccccc2)cc1 | 0.3 | 49 | -9% | i | 0% | 7% | 7% | 30% | 10% | 0.0%
CN1C(=O)/C(=C2/C=Cc3ccccc3N2CCCS(=O)(=O)O)SC1=S | -1.1 | 57 | 12% | i | 10% | 17% | 4% | -16% | 9% | -0.2%
CC1CC(=O)Nc2ccccc2N1C(=O)Nc1ccccc1 (stereo unspecified) | -1.4 | 47 | -9% | i | 2% | 1% | 3% | -11% | 10% | 0.2%
Nc1c(Br)c(=O)[nH]c(=O)n1-c1ccccc1 | -2.4 | 84 | -1% | x | -5% | x | -2% | 2% | 5% | -0.1%
COC(=O)c1nnn(-c2nonc2N)c1CSc1nc2ccccc2s1 | 4.5 | 48 | -5% | i | 16% | 7% | 7% | -4% | 1% | 0.0%
Clc1cccc(CN2C3=NCCCN3c3ccccc32)c1 | -1.6 | 44 | -9% | x | -4% | 11% | 10% | -4% | 12% | -0.1%
Cc1ccc(NC(=O)CSc2ccc(-c3ccccn3)nn2)c(C)c1 | -1.0 | 55 | -1% | x | 11% | 10% | -10% | 19% | 23% | -0.1%
CC(C)C(OC(=O)C1CCCO1)C(=O)NC1CCCC1 (stereo unspecified) | -0.4 | 88 | -5% | i | -13% | 10% | -5% | -1% | 11% | 0.2%
S=C(c1ccccc1)N1CCN(C(=S)c2ccccc2)CC1 | 1.4 | 37 | -4% | i | -1% | 9% | 36% | 2% | 11% | 0.1%
Cc1sc2nc(CSc3ncn[nH]3)[nH]c(=O)c2c1C | 0.4 | 37 | -7% | i | 14% | 3% | 5% | -2% | 5% | 1.1%
CCCCNC(=O)c1cc2cccc([N+](=O)[O-])c2[nH]1 | 2.1 | 55 | -3% | i | 7% | 6% | -7% | 0% | 17% | -0.2%
CC(C)C[C@H](NC(=O)c1nc[nH]c1C(=O)N1CCC(C)CC1)C(=O)OC(C)(C)C | 0.8 | 83 | -2% | i | 8% | 4% | -10% | 6% | 9% | -0.1%
Cc1cc(OC(=O)c2cccc(Br)c2)c([N+](=O)[O-])c(=O)[nH]1 | -1.1 | 54 | -1% | x | -5% | -1% | -9% | 8% | x | 0.3%
COc1cc(CNCc2ccc(C)cc2)cc(OC)c1OC | 1.0 | 50 | -4% | x | -3% | 22% | 8% | 6% | 8% | 0.1%
CCC(=O)N=c1sc2ccccc2n1-c1ccccc1 | 2.2 | 55 | -1% | i | -5% | 6% | -5% | -2% | -2% | -0.1%
CCCC(=O)NC(Nc1ccccc1F)C(Cl)(Cl)Cl (stereo unspecified) | -0.8 | 66 | x | i | -4% | x | 12% | -2% | 0% | 0.2%
COc1ccc(N2C(=O)CCC(C(=O)NCCN3CCOCC3)C2c2ccc(OC)c(OC)c2)cc1 (stereo unspecified) | x | x | x | i | -6% | 9% | 6% | 2% | -3% | -0.2%
COc1ccc(CCNC(=O)c2ccc(CNS(=O)(=O)c3ccc(C(C)(C)C)cc3)cc2)cc1OC | 1.5 | 62 | -4% | i | 20% | 5% | -6% | 3% | 16% | -0.1%
CN(c1ccc(OCC(=O)OCC(=O)Nc2ccc(F)cc2)cc1)S(=O)(=O)c1ccc(Cl)cc1 | 0.8 | 60 | 0% | i | 2% | 5% | 14% | 4% | -2% | 0.2%
C/C(=N\NC(=O)c1ccc(Cl)c(Cl)c1)c1cccc(NC(=O)C(C)C)c1 | 1.9 | 70 | -6% | i | -1% | 10% | 17% | -9% | 6% | -0.1%

Next part (two carried over from the part before).
SMILES | NTR1 agonist | NTR1 agonist cell count 20 µM | Dengue-2 NS5 capping | Yfh1-off respiration | GPR35 antagonists | MgcRacGAP inhibition | GPR55 antagonists | AID2073 | SV40 large T antigen | GPR55 beta-arrestin
CN(c1ccc(OCC(=O)OCC(=O)Nc2ccc(F)cc2)cc1)S(=O)(=O)c1ccc(Cl)cc1 | 0.8 | 60 | 0% | i | 2% | 5% | 14% | 4% | -2% | 0.2%
C/C(=N\NC(=O)c1ccc(Cl)c(Cl)c1)c1cccc(NC(=O)C(C)C)c1 | 1.9 | 70 | -6% | i | -1% | 10% | 17% | -9% | 6% | -0.1%
CCOC(=O)c1sc2ncnc(N3CCN(CC)CC3)c2c1C | 1.2 | 42 | -1% | i | -17% | -2% | 11% | 0% | 8% | -0.5%
Cc1ccc(C(=O)N2CCCC(C(F)(F)F)C2)cc1S(=O)(=O)N1CCCCC1 (stereo unspecified) | 0.2 | 58 | 4% | x | x | 6% | x | x | 9% | x
O=C(Nc1ccc(N2CCOCC2)cc1)c1cccc(-n2cnnc2)c1 | 0.1 | 62 | -5% | x | -8% | 13% | 5% | -5% | 15% | 0.2%
O=C(Nc1ccc(N2CCN(C(=O)c3ccco3)CC2)c(Cl)c1)c1cc2ccccc2o1 | 42* | 41* | 6% | x | -13% | 15% | -1% | 18% | 1% | -0.2%
COc1ccc(S(=O)(=O)n2nc(OCc3cccs3)cc2N)cc1 | 0.3 | 89 | 3% | i | 7% | 7% | 2% | 2% | 4% | -0.1%
O=C(NCc1ccc2c(c1)OCO2)c1ccc(CS(=O)(=O)Cc2cccc(Cl)c2)o1 | 2.0 | 50 | -4% | i | -8% | 4% | 1% | -3% | 6% | -0.2%
C=CCn1c(SCC(=O)NCCCO)nc2sc3c(c2c1=O)CCC3 | 1.7 | 66 | -9% | x | 1% | 6% | -6% | -6% | 7% | -0.4%
CC(=O)Nc1ccc(NC(=O)Nc2cc(C)cc(C)c2)cc1 | -1.6 | 53 | x | i | -3% | x | 10% | 2% | 8% | 0.2%
Cc1ccc(CNC(=O)c2ccc(NS(=O)(=O)c3c(C)noc3C)cc2)cc1 | 0.9 | 84 | 5% | x | 4% | 1% | -5% | -2% | 5% | 0.0%
O=C(NCc1ccccn1)c1cnc2sccn2c1=O | 1.6 | 69 | -3% | i | -10% | -2% | 18% | 2% | -4% | 0.0%
O=C(Nc1cccnc1)c1ccc(CSc2ccccc2)cc1 | -1.3 | 54 | -2% | i | -16% | 0% | 0% | 39% | 11% | -1.2%
Cc1cc(Br)ccc1NC(=O)CN(C)C(=O)c1cc(S(=O)(=O)N(C)C)ccc1N1CCCC1 | 0.9 | 59 | -4% | x | 4% | 6% | 14% | -5% | 7% | -0.1%
Cc1cccc(Nc2nccc(N(C)C)c2C#N)c1 | 0.2 | 57 | x | i | -4% | x | -6% | 6% | 23% | -0.3%
Cc1ccc2c(=O)oc(N(C)C)nc2c1 | -0.7 | 71 | -2% | i | -4% | 2% | 4% | 10% | 5% | -0.1%
O=C(NCc1ccccc1)[C@]1(C(F)(F)F)C[C@H](CCc2ccccc2)CCCO1 | -1.0 | 49 | -4% | i | x | 4% | x | x | 16% | x
CC(=O)OCC1=C(C(=O)O)N2C(=O)C(NC(=O)C(C)Cn3cc(Cl)cn3)C2SC1 (stereo unspecified) | 0.0 | 37 | -6% | i | 0% | 2% | 19% | -7% | 22% | 0.6%
C=CCSc1nn2c(=O)c3ccccc3nc2s1 | 5.1 | 90 | -6% | i | 13% | 7% | 9% | -5% | 1% | 0.3%
O=[N+]([O-])c1ccccc1S(=O)(=O)Nc1cccc2cccnc12 | 20 | 81 | x | x | -3% | x | 3% | -2% | 8% | -0.1%
COc1ccc(-c2csc(N(Cc3ccco3)C(=O)c3cccs3)n2)cc1 | 0.8 | 65 | -1% | i | 10% | 9% | 10% | 12% | 14% | 0.3%
COC(=O)c1c(NC(=O)C(=O)NCCCN2CCOCC2)sc2c1CCC2 | -1.6 | 56 | 1% | x | -9% | 14% | 8% | 2% | x | 0.9%
COc1ccc(NC(=O)C(OC(=O)c2cnccn2)c2ccccc2)cc1Cl (stereo unspecified) | -0.3 | 73 | -5% | x | -5% | 8% | -16% | 9% | -18% | -0.1%
COc1ccc(N=Nc2nc(-c3ccccc3)c(-c3ccccc3)[nH]2)cc1 | -0.5 | 62 | 4% | u | 1% | -8% | 19% | 6% | 14% | -0.2%
Cn1c(-c2ccc(F)cc2)cnc1SCC(=O)N1CCCCC1 | 0.3 | 74 | -6% | i | -14% | -3% | -8% | -6% | 2% | -0.2%
O=C(Nc1ccccc1)Nc1cccc(NC(=O)Nc2ccccc2)c1F | -1.8 | 80 | -6% | x | 12% | -2% | -1% | 17% | 8% | -0.2%
Cc1cc2c(OCC(O)CN3CCCCC3)cccc2[nH]1 (stereo unspecified) | -1.8 | 82 | -4% | i | -2% | 12% | 2% | 6% | 11% | -0.3%
COc1ccccc1NC(=O)COC(=O)C1CC2C=CC1C2 (stereo unspecified) | -0.8 | 71 | 0% | i | -7% | 8% | -5% | -1% | 10% | 0.1%
COc1cc(NC(=O)C2CC2)c(OC)cc1NC(=O)CCC(=O)NC1CCN(Cc2ccccc2)CC1 | -0.2 | 34 | -7% | i | -20% | 4% | 12% | -4% | 19% | 0.7%
